# Screening data from PubChem BioAssay.
# Efflux pump inh = antifungal efflux pump inhibition, Nile Red retention | inhibition, % at 10 µM | S. cerevisiae Candida pump triplex | AID 485275 | 330,000 compounds, 0.44% hits;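 active means plate passing quality check with inhibition over a set limit, or well fluorescence over plate mean plus 4 SD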;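 further: Nile Red retained in pooled yeast measured as flow cytometry median fluorescence; 0% = buffer negative control and 100% = Enniatin B positive control; higher means more Nile Red kept so more efflux inhibition; some compounds called inactive have numbers as strong as hits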
# LYPLA2 inh = counter-screen for PME1 inhibitors: inhibitors of human LYPLA2 | O95372 | recombinant LYPLA2, FP-Rh probe fluorescence polarization | inhibition, % at 5.9 µM | 320,000 compounds, 0.38% hits;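 active means inhibition above the screen-wide mean plus 3 SD, limit set per campaign, cut at about 26% in these data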;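 further: 0% = LYPLA2 with DMSO and 100% = wells lacking LYPLA2 enzyme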
# Target sequence (O95372 whole entry, looked up): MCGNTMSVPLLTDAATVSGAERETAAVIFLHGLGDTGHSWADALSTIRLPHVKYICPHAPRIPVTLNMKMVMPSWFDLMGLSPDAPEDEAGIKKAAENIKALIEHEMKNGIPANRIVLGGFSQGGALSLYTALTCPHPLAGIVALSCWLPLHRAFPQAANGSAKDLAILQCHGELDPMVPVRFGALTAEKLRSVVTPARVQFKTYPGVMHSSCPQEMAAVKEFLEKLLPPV
# PP1 inh = PP1-alpha (human) inhibition in PP5 counter-screen | purified PP1alpha, OMFP fluorescence | inhibition, % at 6.7 µM | AID 2235 | 320,000 compounds, 0.9% hits;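 active means inhibition above the mean inhibition of all tested compounds plus 3 SD, computed separately for each screening campaign, cut at about 15% in these data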
# TPT1 inhibitor = C. albicans TPT1 enzyme inhibition. recombinant caTPT1, FP RNA substrate dephosphorylation. inhibition, % at 5 µM. 300,000 compounds, 0.81% hits. AID 1962;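 active means inhibition above the mean of all tested compounds plus 3 SD, set per screening campaign, cut at about 24% in these data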;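 further: plate controls were DMSO alone for no effect and ferristatin control at 100 nM for full effect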
# Fh CTSL1 inh = blocks F. hepatica cathepsin L1 in PFM18AAP counter-screen; inhibition, % at 5.96 µM; recombinant F. hepatica cathepsin L1, Z-Leu-Arg-MCA fluorescence; AID 1906; 300,000 compounds, 0.49% hits;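 active means inhibition above the mean of all tested compounds plus 3 SD, set per screening campaign, cut at about 17% in these data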;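 further: 0% = plate median of test compound wells and 100% = 1 µM Z-Phe-Ala-diazomethylketone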
# HCV core dimer = HCV core protein dimerization inhibition; TR-FRET GST/Flag-core106 dimerization, 1536-well; inhibition, % at 5 µM; 300,000 compounds, 0.33% hits; AID 1899;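 active means inhibition above the mean of all tested compounds plus 3 SD, set per screening campaign, cut at about 45% in these data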
#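 Test system: GST/Flag-tagged HCV core106 proteins; Medium: KF-containing HEPES buffer, pH 7.45, DTT, CHAPS, BSA; Times: compound-protein-antibody incubation 4 h at 22.5 °C; Detection: TR-FRET 671 and 617 nm emission; Benchmarks: wells lacking GST-core106 and wells with excess unlabelled core106.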
# PREPL inh = human PREPL enzyme inhibition; Q4J6C6; recombinant PREPL, fluorescence polarization activity-based probe; inhibition, % at 5.96 µM; 320,000 compounds, 0.68% hits; in the data active means inhibition above about 43%;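 further: 0% = enzyme with DMSO and 100% = wells lacking enzyme; many of its hits are not listed in these tables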
# Target sequence (Q4J6C6 whole entry, looked up): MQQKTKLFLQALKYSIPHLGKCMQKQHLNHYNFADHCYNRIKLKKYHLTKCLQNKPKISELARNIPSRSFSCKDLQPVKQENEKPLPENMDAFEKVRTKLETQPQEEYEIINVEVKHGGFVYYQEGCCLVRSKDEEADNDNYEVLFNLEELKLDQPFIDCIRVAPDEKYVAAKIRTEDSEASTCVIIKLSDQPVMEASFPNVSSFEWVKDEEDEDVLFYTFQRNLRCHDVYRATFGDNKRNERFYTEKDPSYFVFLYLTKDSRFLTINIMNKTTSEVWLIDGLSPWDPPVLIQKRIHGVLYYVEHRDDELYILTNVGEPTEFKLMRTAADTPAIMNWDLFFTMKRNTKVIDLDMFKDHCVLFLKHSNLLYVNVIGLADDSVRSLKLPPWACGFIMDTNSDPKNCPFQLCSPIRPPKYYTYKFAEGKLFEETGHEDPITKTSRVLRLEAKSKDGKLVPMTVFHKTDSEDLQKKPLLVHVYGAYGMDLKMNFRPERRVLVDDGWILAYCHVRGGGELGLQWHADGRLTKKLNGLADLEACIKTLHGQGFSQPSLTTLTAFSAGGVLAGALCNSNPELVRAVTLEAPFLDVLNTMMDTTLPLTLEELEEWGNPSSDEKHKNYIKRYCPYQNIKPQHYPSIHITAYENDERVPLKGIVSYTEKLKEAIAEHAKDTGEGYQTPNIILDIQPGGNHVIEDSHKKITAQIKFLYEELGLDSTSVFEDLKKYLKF
# JMJD2C inh = blocks human GASC-1 demethylase activity | 330,000 compounds, 0.069% hits | Q9H3R0 | inhibition, % at 2.35 µM | GST-JMJD2C(1-420) H3K9me3 demethylation, DELFIA europium;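 active means more than half of a compound's replicate wells show inhibition beyond 50%, single wells judged on their own value; inconclusive means some, but no more than half, of replicates pass 50% inhibition; inactive means no replicate passes 50% inhibition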;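 further: signal counts dimethyl H3K9 product captured on neutravidin plate; 0% = median of DMSO wells and 100% = 0.3 times that DMSO median; strong numbers were not always called active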
# PP5 inh = inhibitors of human protein phosphatase 5 (PP5); purified PP5c, OMFP substrate fluorescence; 320,000 compounds, 0.18% hits; P53041; inhibition, % at 6.7 µM;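 active means inhibition above the campaign's mean inhibition across all tested compounds plus 3 SD, cut at about 9.5% in these data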;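 further: 0% = DMSO only and 100% = 100 µM cantharidin control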
# * marks the source's active call; other numbers are inactive results; ? = inconclusive; · = no result given. An excerpt (hit frequency here may not be typical).
SMILES	PP1 inh	PP5 inh	PREPL inh	LYPLA2 inh	Fh CTSL1 inh	JMJD2C inh	TPT1 inhibitor	HCV core dimer	Efflux pump inh
COc1ccccc1NC(=O)NCc1ccc(C)n1C	-3	0.2	10	-6	-2	-10	1	5	0.1
CC(=O)Oc1ccc(Cl)cc1/C=C/c1cc(OC(C)=O)c2ccccc2n1	2	2.7	7	-24	-10	-3	22	-6	0.4
COCCN(C(=O)c1snc(C(N)=O)c1N)C(C(=O)NC1CCCCC1)c1ccc(N(C)C)cc1 (stereo not given)	2	0.2	12	2	7	-8	1	-4	0.2
Cc1ccc(C(=O)C(NC(=O)c2ccco2)N2CCOCC2)cc1 (stereo not given)	-1	1.8	12	5	-4	-4	-3	-4	0.0
Cc1cc(N2CCCC2)nc2ccc(NC(=S)NCCCN3CCC(C)CC3)cc12	-4	1.8	29	3	3	1	2	-6	0.0
COc1cccc(C=Nc2ccc(C)c(F)c2)c1O	-3	0.3	6	6	2	-2	0	-2	-0.4
CC1CC(C)CN(S(=O)(=O)c2cccc(C(=O)OCCN3CCCC3=O)c2)C1 (stereo not given)	-1	-6.6	5	4	18*	-1	-5	-3	-0.1
O=C(O)CC/C(=N\NC(=O)c1ccccc1)c1cccs1	-1	3.0	12	0	1	0	-5	0	0.6
CC(=O)N1N=C(c2cccnc2)OC1c1ccc(C(C)C)cc1 (stereo not given)	0	1.8	7	-5	3	27	0	7	-0.1
COC(=O)c1n[nH]n(-c2ccc(F)c(Cl)c2)c1=O	-6	1.1	-4	2	0	-1	-2	1	-0.1
O=c1[nH]ncc2c3ccccc3n(Cc3ccccc3F)c12	-3	0.9	-11	7	3	0	-5	4	-0.2
COC(=O)CNc1nc(Cl)nc(Nc2ccc(C)cc2)n1	-1	-0.6	-6	-1	1	-6	-1	-5	-0.1
Cc1ccccc1CSCC(=O)Nc1ccccc1Br	-3	-0.1	-1	2	-2	1	0	6	-0.1
CCN1CCN(c2ccc(S(=O)(=O)N3CCCCC3)cc2N)CC1	-4	1.6	19	1	·	8	·	·	-0.4
Cc1ccc(-c2nc(-c3ccncc3)no2)cc1Cl	0	-0.7	1	1	-3	5	-1	-8	-0.1
O=C(O)c1ccc(S(=O)(=O)N(Cc2ccccc2)C2CCCCC2)cc1	-2	-1.0	8	4	2	0	-4	1	-0.2
O=C(COc1ccccc1)Nc1nc2c(s1)CCCC2	1	0.9	0	2	4	3	-1	5	-0.1
O=C1CC(c2ccccc2)c2ccc(O)cc2O1 (stereo not given)	-2	0.8	4	4	1	-8	-5	-1	-0.2
CN(C)CCNc1cc(-c2ccncc2)nc2ccccc12	-5	-2.3	10	-1	-2	-8	-2	-7	0.1
Cc1[nH]c2ccc(F)cc2c1CCN(Cc1cccnc1)C(=S)Nc1ccc(F)cc1	-1	3.5	19	-2	0	19	-2	2	0.1
COc1ccc(S(=O)(=O)/C(C#N)=C/Nc2cccc(OC)c2)cc1	1	1.2	-15	2	2	1	1	3	-0.2
Cc1cc(=O)oc2cc(NC(=O)C(C)Oc3ccc(F)cc3)ccc12 (stereo not given)	2	-2.5	-3	6	5	5	1	6	-0.4
Cc1ccc(S(=O)(=O)NNC(=S)Nc2ccc(Cl)cc2)cc1	8	4.4	-1	-7	4	-3	2	0	0.2
Cc1cc(C)c(NC(=O)CSCc2nc3sc(C)c(C)c3c(=O)[nH]2)c(Cl)c1	4	-1.3	-28	-68	·	4	·	·	0.5

# As a short view, part of the list above:
SMILES	PP1 inh	PP5 inh	PREPL inh	LYPLA2 inh	Fh CTSL1 inh	JMJD2C inh	TPT1 inhibitor	HCV core dimer	Efflux pump inh
CN(C)CCNc1cc(-c2ccncc2)nc2ccccc12	-5	-2.3	10	-1	-2	-8	-2	-7	0.1
Cc1[nH]c2ccc(F)cc2c1CCN(Cc1cccnc1)C(=S)Nc1ccc(F)cc1	-1	3.5	19	-2	0	19	-2	2	0.1
COc1ccc(S(=O)(=O)/C(C#N)=C/Nc2cccc(OC)c2)cc1	1	1.2	-15	2	2	1	1	3	-0.2
Cc1cc(=O)oc2cc(NC(=O)C(C)Oc3ccc(F)cc3)ccc12 (stereo not given)	2	-2.5	-3	6	5	5	1	6	-0.4
Cc1ccc(S(=O)(=O)NNC(=S)Nc2ccc(Cl)cc2)cc1	8	4.4	-1	-7	4	-3	2	0	0.2
Cc1cc(C)c(NC(=O)CSCc2nc3sc(C)c(C)c3c(=O)[nH]2)c(Cl)c1	4	-1.3	-28	-68	·	4	·	·	0.5

# (listing goes on)
SMILES	PP1 inh	PP5 inh	PREPL inh	LYPLA2 inh	Fh CTSL1 inh	JMJD2C inh	TPT1 inhibitor	HCV core dimer	Efflux pump inh
CCOC(=O)/C(C#N)=C/c1ccc(OCC(=O)Nc2cc(C)ccc2C)c(OC)c1	-4	1.9	1	4	-1	6	-3	-5	0.1
COc1ccc(OC)c(C(=O)COC(=O)c2c(OC)cccc2OC)c1	-7	0.2	0	7	-2	12	-5	1	0.0
N#C/C(=C1/C(=O)Nc2ccc(Br)cc21)c1ccccn1	-3	0.8	-1	0	-3	9	-3	-4	0.0
COc1ccc(CCNC(=O)c2ccc(Cl)c(S(=O)(=O)N(C)c3ccccc3)c2)cc1	5	1.9	0	-11	2	0	5	6	1.3
Cc1ccc(NC(=O)c2sc3ncn(CC(=O)N4CCOCC4)c(=O)c3c2C)c(Br)c1	-4	3.1	-3	-4	0	-6	-4	-1	0.2
O=C1C(c2c(O)[nH]c3ccccc23)=Nc2ccccc21	-3	-0.3	9	2	2	3	0	-43	-0.1
CCOC(=O)C1(Cc2cccc(OC)c2)CCCN(S(=O)(=O)CC)C1 (stereo not given)	0	2.0	-1	-7	-4	5	4	-8	0.1
Cc1ccc(SCc2noc(C(=O)NC(C)C)c2C(=O)O)cc1C	3	1.0	-3	-3	2	-10	1	-1	·
COc1ccc(C(=O)N/N=C/c2cccnc2)cc1	1	0.0	18	14	0	6	-5	-19	-0.2
C[C@@]1([C@@H](NC(=O)c2cccs2)c2ccc(-c3ccccc3)cc2)C[C@H]1C1CCCCC1	-2	4.3	-1	-8	0	-6	-1	13	·
OC(COCc1ccccc1)CN1CCN(Cc2ccc3c(c2)OCO3)CC1 (stereo not given)	-2	1.4	8	2	3	0	-3	1	0.0
COc1ccccc1C1=NOC(C)(c2nnc(-c3cccc(Cl)c3)o2)C1 (stereo not given)	1	-0.5	2	0	4	-4	-2	1	-0.1
CCN(C(=O)CN1CCc2ccccc21)c1c(N)n(Cc2ccccc2)c(=O)[nH]c1=O	-1	-0.7	3	-1	-3	?	6	-4	0.1
CCOC(=O)CSc1nc2sc3c(c2c(=O)n1-c1ccccc1)CCN(C)C3	7	0.3	8	-2	0	0	10	17	0.2
Cc1nc2c3cc(Cl)ccc3n(CCN3CCOCC3)c2s1	-1	1.4	2	4	-3	1	-3	1	-0.2
COc1ccc(-c2nnc(SCC(=O)NCc3ccco3)n2C)cc1	-1	1.9	2	6	-3	1	3	-2	0.2
Cc1cc2nc3n(c2cc1C)CCCN3	-1	0.3	10	8	-1	2	0	0	0.1
Cc1ccc(OCC(=O)NC(C)c2ccccc2)c([N+](=O)[O-])n1 (stereo not given)	4	-0.9	7	4	-2	1	2	-2	0.2
O=C1CC(c2ccccc2)CC(O)=C1C=NCC1CCCO1 (stereo not given)	-2	1.0	-5	-1	0	-17	-3	2	-0.1
CCCOc1cccc(C2/C(=C(/O)c3ccc4c(c3)CC(C)O4)C(=O)C(=O)N2CCN2CCOCC2)c1 (stereo not given)	4	-0.5	-1	4	4	3	4	13	-0.1
COc1cc(C(=S)N2CCCCC2)ccc1O	2	2.1	15	7	-2	-5	3	5	0.2
COCCN(CCOC)C(=O)CSc1ccc(S(=O)(=O)N2CCN(C)CC2)cn1	-4	0.8	5	1	·	11	·	·	0.0
Cc1c(NC(=S)NC(=O)c2cccc3ccccc23)cccc1C(=O)O	1	2.1	-4	1	-1	-1	-2	-4	-0.1
COc1cc(/C=C(/NC(=O)c2ccccc2)C(=O)Nc2ccccc2)c([N+](=O)[O-])cc1OC	6	2.8	-1	6	2	0	-3	-6	-0.3
NS(=O)(=O)c1ccc(CCNC(=O)CCCOc2ccccc2)cc1	-2	-2.1	-13	-2	-6	-32	2	0	-0.1
Cc1nccn1-c1c2c(c(C#N)c3nc4ccccc4n13)CCC2	-3	0.3	0	3	2	3	-4	-6	0.2
Cc1cc([N+](=O)[O-])nn1CC(=O)NNC(=S)Nc1ccc(Cl)cc1	-3	2.2	21	-5	4	0	-4	-4	-0.1
Cc1ccc(Oc2ccc(NC(=O)C3=CC=CN4CCS(=O)(=O)N=C34)cc2)cc1	3	6.5	18	-3	·	-1	·	·	-0.2
Nc1c2c(nc3ccc(Br)cc13)N(c1ccccc1)CC2	2	4.1	28	3	3	7	3	38	0.2
O=C(Cc1ccccc1[N+](=O)[O-])OCc1cccc([N+](=O)[O-])c1	1	0.4	17	4	3	-7	-3	0	0.1
O=c1c2c(nc3n1CCCCC3)sc1c(O)cccc12	-2	0.6	14	5	2	·	-2	-9	-0.2
Cn1c(NCc2cccc(Br)c2)nc2ccccc21	-3	4.2	11	1	-2	-5	-3	0	0.0
CN1CCCN(S(=O)(=O)c2cccc(C#N)c2)CC1	-1	2.2	3	-1	-6	10	-3	-7	0.0
CN1C(=S)SC(N(O)C(=O)NC2CCCCC2)C1(C)C (stereo not given)	-3	-0.8	3	-1	-2	10	-1	-4	0.0
COc1ccc(NC(=O)C2Cc3cc(S(=O)(=O)N4CCCCC4)ccc3N2C(C)=O)cc1Cl (stereo not given)	-4	1.1	-10	-27	-6	4	-4	12	0.0
COc1cccc2cc(-c3nnc(SCC(=O)Nc4cc(C(F)(F)F)ccc4Cl)n3N)oc12	-3	3.7	13	0	1	5	1	11	0.0

# An excerpt from above in order of their number in Efflux pump inh, ascending.
structure | PP5 inh | PREPL inh | JMJD2C inh | TPT1 inhibitor | HCV core dimer | Efflux pump inh
Cc1cc(=O)oc2cc(NC(=O)C(C)Oc3ccc(F)cc3)ccc12 (stereo not given) | -2.5 | -3 | 5 | 1 | 6 | -0.4
CCOC(=O)C1(Cc2cccc(OC)c2)CCCN(S(=O)(=O)CC)C1 (stereo not given) | 2.0 | -1 | 5 | 4 | -8 | 0.1
Cc1ccc(OCC(=O)NC(C)c2ccccc2)c([N+](=O)[O-])n1 (stereo not given) | -0.9 | 7 | 1 | 2 | -2 | 0.2

# Next section:
SMILES	PP1 inh	PP5 inh	PREPL inh	LYPLA2 inh	Fh CTSL1 inh	JMJD2C inh	TPT1 inhibitor	HCV core dimer	Efflux pump inh
CCn1c(SCC(=O)N2CCC(C)CC2)nc2c(c1=O)SCC2	0	1.9	2	4	2	3	-3	6	0.0
COc1cc(C(=O)NCCC(=O)NC2CCCc3ccccc32)cc(OC)c1OC (stereo not given)	-4	-3.8	18	-3	2	2	-1	-14	0.1
CCC(=O)Nc1nc2ccc3sc(C)nc3c2s1	-1	1.3	5	3	2	-4	-2	-2	0.0
O=C(c1ccccc1)c1ccccc1C(=O)N1CCCC1	-3	-0.3	5	1	-2	-3	2	-4	0.1
